# TbHK1 inh = T. brucei hexokinase 1 inhibition | recombinant TbHK1, G6PDH-coupled NADH A340 | actives 0.11% (n = 220,000) | AID 1430 | inhibition, % at 10 µM;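 active = inhibition of 50% or more in the single-dose primary screen; inactive = inhibition below 50%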
# Furin inhibitor = inhibitors of human furin | actives 0.061% (n = 220,000) | AID 463115 | P09958 | inhibition, % at 30 µM | purified furin, fluorogenic substrate cleavage; in the data active = inhibition above about 25%; also: inactives centre near -15
# Cl transport mod = modulators of human KCC2 chloride dependent transport; KCC2 cells, thallium flux FluoZin-2 fluorescence; B-score of Tl+ flux slope (higher = more flux/activation; lower = inhibition) at 10 µM; actives 2.2% (n = 190,000); AID 1456;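 active = thallium flux slope and its plate-corrected score both differing from the plate sample mean at a set confidence after two filtering rounds, in either direction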;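 also: slope of fluorescence scaled to starting intensity during 10 to 20 s after thallium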
# zfTRPN1 agonist = zebrafish TRPN1 (NompC) channel agonism; HEK293 zebrafish TRPN1-YFP, Fluo-8 calcium fluorescence; 100% = response to 87 µM carbachol; activation, % at 3 µM; actives 0.18% (n = 220,000);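 active = activation above its plate's cutoff, the mean activation of test wells on that plate plus 3 SD, cut at about 19% in these data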;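 also: 0% = DMSO alone and 100% = 87 µM carbachol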
#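 System: zebrafish TRPN1-YFP in HEK293 cells / Dosing: 3 µM single point / Timing: dye loading 1 h at 37 °C, then 30 min room temperature / Signal: Fluo-8 calcium fluorescence, excitation 470-495 nm, emission 515-575 nm / Read-out basis: percent activation from peak over basal fluorescence ratio, control-normalized / Control set: high carbachol 87 µM, low DMSO alone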
# EBV gp42 inh = blocks Epstein-Barr virus glycoprotein 42 binding. Fluorescence polarization binding assay, mP read-out. inhibition, % (tested at 21.74 µM). Q1HVG2. actives 0.42% (n = 220,000); in the data active = inhibition above about 50%
# Target sequence (Q1HVG2 whole entry, looked up): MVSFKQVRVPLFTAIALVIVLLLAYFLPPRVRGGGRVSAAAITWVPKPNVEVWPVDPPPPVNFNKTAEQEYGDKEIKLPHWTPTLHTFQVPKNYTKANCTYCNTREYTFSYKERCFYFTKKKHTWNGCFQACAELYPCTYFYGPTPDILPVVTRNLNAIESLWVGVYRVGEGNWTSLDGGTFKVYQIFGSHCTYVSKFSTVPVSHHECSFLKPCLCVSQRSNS
# TRPML3 ag = agonists of human TRPML3 channel; AID 1448; actives 0.29% (n = 220,000); Q8TDD5; activation, % at 3 µM; HEK293 TRPML3-YFP, Fluo-8 calcium fluorescence; 100% = the carbachol control signal;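 active = activation above its plate's cutoff, the mean activation of the plate's test wells plus 3 SD, cut at about 12% in these data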;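 also: 0% = DMSO only wells and 100% = carbachol wells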
# Target sequence (Q8TDD5 whole entry, looked up): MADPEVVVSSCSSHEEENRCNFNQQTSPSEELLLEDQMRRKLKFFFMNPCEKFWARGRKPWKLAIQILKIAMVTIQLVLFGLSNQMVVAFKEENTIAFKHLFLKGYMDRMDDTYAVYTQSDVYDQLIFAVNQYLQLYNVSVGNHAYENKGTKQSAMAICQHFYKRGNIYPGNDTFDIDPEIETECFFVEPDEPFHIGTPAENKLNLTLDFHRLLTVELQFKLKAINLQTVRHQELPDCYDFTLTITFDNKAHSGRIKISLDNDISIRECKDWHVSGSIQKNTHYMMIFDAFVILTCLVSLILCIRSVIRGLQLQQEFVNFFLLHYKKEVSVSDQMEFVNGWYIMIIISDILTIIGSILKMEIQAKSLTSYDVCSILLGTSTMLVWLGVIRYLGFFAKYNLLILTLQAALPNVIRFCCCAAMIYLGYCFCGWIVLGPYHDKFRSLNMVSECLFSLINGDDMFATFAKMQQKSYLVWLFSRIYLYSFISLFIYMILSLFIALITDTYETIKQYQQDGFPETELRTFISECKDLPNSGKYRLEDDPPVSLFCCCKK
#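 Test system: TRPML3-YFP stable HEK293 cells. Doses: single point at 3 µM. Incubation: dye loading 1 h 37 °C then 30 min ambient, 125 s read. Signal: Fluo-8 calcium dye fluorescence, ex 470-495, em 515-575 nm. Measure: percent activation from peak-to-basal fluorescence ratio, scaled between DMSO and carbachol.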
# PPC-1+TRAIL kill = kills PPC-1 cancer cells in the presence of TRAIL | actives 0.41% (n = 220,000) | cell killing (% activity), % at 4 µM | PPC-1 cells + TRAIL, ATPLite viability luminescence;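 active = cell killing above 50% in the first pass at 4 µM, then a duplicate retest at 5 µM averaging 50% or more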;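 also: plate controls were cells with TRAIL plus DMSO for no effect and medium-only wells lacking cells for full effect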
# Calpain2 inh = calpain II (pig) inhibition | purified calpain II, fluorogenic peptide substrate, 30 min | inhibition, % at 16 µM | actives 0.37% (n = 220,000);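 active = inhibition above about 50%, limit read from the data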
# Thrombin inh = thrombin (human) inhibition | inhibition, % at 5 µM | actives 0.26% (n = 220,000) | alpha-thrombin, Boc-VPR-AMC fluorogenic substrate cleavage | P00734;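 active = inhibition at or above 40%; inactive = inhibition below 40%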;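 also: 0% = enzyme with no compound and 100% = wells without enzyme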
#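 Material: human alpha-thrombin enzyme / Medium: pH 7.5 Tris (50 mM) with NaCl 150 mM, Tween 20 0.05% / Compound: single-point dosing at 5 µM, 0.2% DMSO / Incubation: enzyme reaction carried out at room temperature / Detection: AMC fluorescence, 355/460 nm / Read-out basis: percent inhibition scaled between no-compound controls and no-enzyme blanks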
# The depositor's hits bear a star; nt = not tested or not shown; [ ] = dose if it differs, or a comment.
SMILES,TbHK1 inh,Furin inhibitor,Cl transport mod,zfTRPN1 agonist,EBV gp42 inh,TRPML3 ag,PPC-1+TRAIL kill,Calpain2 inh,Thrombin inh
Cc1ccc(-n2nnc3c(=O)n(CC(=O)NCC4CCCO4)cnc32)cc1 (stereo not drawn),3,-22,0.52,0.3,0,0.3,7,-34,-10
CN(C)S(=O)(=O)c1ccc(=S)[nH]c1,-10,-19,0.18,-0.4,-6,0.9,3,15,-6
FC(F)(F)c1cc(-c2ccc3c(c2)OCO3)nc(NCc2ccco2)n1,-5,-19,nt,1.0,-13,0.0,-11,-40,1
O=C(CCS(=O)(=O)c1ccccc1)Nc1ccc2c(c1)OCO2,-2,-20,0.099,1.4,-8,0.4,0,-122,-4
C/C(CCC(C)C)=N\Nc1ccc(S(N)(=O)=O)cc1[N+](=O)[O-],-2,-40,0.67,-2.8,-2,-1.1,10,34,-1
COc1ccc(C(=O)Nc2c(C(C)(C)C)nn(C)c2C(C)(C)C)cc1,10,-8,-0.51,-0.9,-13,-0.1,20,-2,-1
CCCCCC(=O)Nc1ccc(N2CCN(C(=O)c3ccccc3)CC2)cc1,0,-11[20 µM],-0.54,0.3,-13,0.1,8,-14,1
COc1cccc(/C=C2\SC(=S)N(NC(=O)c3ccncc3)C2=O)c1,-16,-22,-1.9,0.8,-14,0.1,nt,-12,9
CC(C)c1ccccc1N=C1SCCN1C1CCS(=O)(=O)C1 (stereo not drawn),45,-6,0.21,1.0,0,-0.5,0,-3,1
CCn1c(SCC(=O)N2CCCc3ccccc32)nc2c(c1=O)SC(C)C2 (stereo not drawn),-14,-27,-1.3,-1.6,-3,-0.8,14,5,-3
Cc1ccc(/C(O)=C2\C(=O)C(=O)N(CC(C)O)C2c2cccc(F)c2)cc1 (stereo not drawn),-18,-3,0.081,2.3,-8,0.9,-2,34,-7
Cc1cc(C)cc(NC(=S)NCCN2CCOCC2)c1,-1,-14[20 µM],nt,2.5,nt,-0.6,nt,nt,nt
Cc1cc2c(c(=O)o1)C(CC(C)C)C(C#N)=C(N)O2 (stereo not drawn),7,-8,-0.13,-1.2,-2,-0.1,13,1,4
COc1ccc(-c2ccc(S(=O)(=O)NCC3CCCO3)cc2)cc1 (stereo not drawn),-5,-18,0.51,7.3,-5,3.2,29,-18,-2
O=C(NNC1=NCCCCC1)c1ccccc1,20,-13[20 µM],nt,-0.9,-17,0.5,11,17,3
COCCn1c(SCC(=O)NCc2ccco2)nnc1-c1c[nH]c2ccccc12,-11,-17,nt,-0.6,-7,-0.4,-6,6,-7
N#CC1=C(SCc2ccccc2Cl)NC(=O)C(C(N)=O)C1 (stereo not drawn),7,-11,-0.046,1.8,-11,1.1,3,7,-7
Cc1ccc2oc(=O)c3cnn(CC(=O)NCCN4CCOCC4)c3c2c1,9,-15,1.2,-0.5,-13,0.2,6,-19,5
CCC(C)n1c(SCC(=O)Nc2cc(C(C)(C)C)nn2-c2ccccc2)nc2ccccc2c1=O (stereo not drawn),-10,-22,0.65,-1.2,-15,0.9,26,-4,-2
CC1(C)CC(=O)C(C=NCCN2CCN(CCCCS(=O)(=O)O)CC2)=C(O)C1,-2,-25,nt,0.1,-9,1.0,21,1,2
Cc1ccc2cc(C3CC(c4ccco4)=NN3S(C)(=O)=O)c(Cl)nc2c1 (stereo not drawn),-7,-10,0.19,-0.7,-17,0.3,8,0,-5
O=C(c1ccc(S(=O)(=O)N2CCOCC2)cc1)N(c1ccccn1)C1CCCCC1,-9,-18,0.29,-0.4,-9,0.9,1,17,-8
O=C(COC(=O)C1CCN(S(=O)(=O)c2cccc3cccnc23)CC1)c1ccccc1,1,-21,1,-1.2,-6,0.4,5,16,2
O=C(COC(=O)c1cccnc1Cl)Nc1ccc2c(c1)OCO2,-2,-22,0.61,-0.3,-23,0.3,1,-8,3
Cc1[nH]c2ccccc2c1C(=O)CN1CCCCC1C (stereo not drawn),-2,-19,nt,1.9,-31,1.1,20,-37,2
# Carrying on:
SMILES,TbHK1 inh,Furin inhibitor,Cl transport mod,zfTRPN1 agonist,EBV gp42 inh,TRPML3 ag,PPC-1+TRAIL kill,Calpain2 inh,Thrombin inh
O=C(CNC(=O)c1ccc(Cl)cc1)Nc1ccccc1C(F)(F)F,-4,-23,-0.083,0.0,-4,0.5,6,-8,-2
O=C(NNC(=S)Nc1ccccc1)c1ccc(O)cc1,-12,-24,-0.0098,2.5,-15,0.9,13,-14,2
CN(C)c1nc2sc3c(c2c(=O)n1C)CC(C)(C)OC3,-8,-13,-1,1.6,-10,0.3,14,9,1
O=C(c1ccccc1SCc1ccc(F)cc1)N1CCOCC1,3,-3,-3.5*,-0.5,-20,-0.3,0,26,15
CCOc1ccc(NCc2nnc(SCC(=O)Nc3cc(C)on3)n2-c2ccccc2OC)cc1,-1,-4[20 µM],0.47,-0.7,-13,-0.3,-11,11,1
S=c1[nH]ncn1/N=C/c1ccccn1,-15,-3[20 µM],1.2,-0.3,6,1.1,14,-13,-6
Cc1ccc(NC2=NC(c3ccc(C)cc3)n3c(nc(C)cc3=O)N2)cc1 (stereo not drawn),-13,-26,0.22,0.8,-19,-0.9,5,-20,5
CN(Cc1nc(-c2ccc(C(F)(F)F)cc2)no1)C1CCOCC1,1,4,0.049,3.6,-11,1.6,10,25,-1
COc1cccc(C2c3[nH]c4ccccc4c3CCN2C(=O)Cn2cncn2)c1OC (stereo not drawn),-6,-19,nt,1.4,-9,0.4,nt,-37,-3
O=C(Nc1ccc2c(c1)OCO2)c1cnn2c(C(F)(F)F)cc(-c3ccco3)nc12,-21,-12,nt,0.1,-18,0.2,14,-24,8
O=C(Cn1cc([N+](=O)[O-])cn1)Nc1nccs1,3,-26,0.11,-0.8,-11,-0.6,10,-3,-8
COc1ccc(C(c2c(C)[nH]n(C(N)=S)c2=O)C(C#N)C#N)cc1 (stereo not drawn),2,-18[20 µM],0.084,1.6,-19,0.1,12,15,-3
CCCNS(=O)(=O)c1ccc(CCC(=O)Nc2ccc3c(c2)OCCO3)cc1,6,-32,0.28,0.3,4,0.6,17,-12,-1
CN1CCN(S(=O)(=O)c2ccc(NC(=S)NC(=O)C3CC3)cc2)CC1,-2,-22,0.69,-0.1,-10,0.8,15,-1,-2
Fc1ccccc1C(c1nnnn1Cc1ccc2c(c1)OCO2)N1CCN(Cc2ccccc2)CC1 (stereo not drawn),6,-10[20 µM],nt,2.5,-8,5.2,8,-30,-1
CCCCN(CC)Cc1c(O)ccc2c3c(c(=O)oc12)CCC3,-30,-193,-0.27,-0.3,-3,0.1,-8,-326,-16
CC(NC(=O)c1ccco1)c1ccc2c(c1)OCCO2 (stereo not drawn),6,-18[20 µM],0.31,0.0,-1,-0.4,21,-1,7
COc1ccc(CCNC(=O)Cn2cnc3c(nnn3Cc3ccccc3F)c2=O)cc1OC,0,-17[20 µM],0.35,1.0,0,0.7,-19,-11,-6
COc1ccc(NC(=O)C2CC(c3ccc(OC)c(OC)c3)=NO2)cc1OC (stereo not drawn),0,-25,0.66,-0.1,-23,0.4,14,-17,5
Cc1ccc(S(=O)(=O)N2CCCC(C(=O)Nc3ccc(NC(=O)c4ccccn4)cc3)C2)cc1 (stereo not drawn),-4,-14[20 µM],-0.36,0.6,-4,0.2,14,-61,0
O=C(Nc1ccccc1)C1=C[C@@H](c2ccc(C(F)(F)F)cc2)C[C@@H](OCc2ccc(CO)cc2)O1,3,-15,0.59,0.9,-7,0.6,3,34,-4
COc1ccc(-c2noc(-c3ccoc3C)n2)cc1,-3,-10,0.65,1.8,0,0.8,-7,-6,1
CN(CC1COCCO1)c1nc2nonc2nc1N1CCSCC1 (stereo not drawn),-19,1,nt,1.3,-4,1.3,0,8,-1
CN(C)S(=O)(=O)Nc1ccc(Br)cc1F,-1,-18[20 µM],-0.57,-0.7,-12,-0.5,-1,-3,4
COc1ccc(/C=N\n2nnc3ccccc32)cc1,-9,-17,-0.34,-0.6,-11,0.4,39[5 µM],-9,0
# Remaining list, next part:
SMILES,TbHK1 inh,Furin inhibitor,Cl transport mod,zfTRPN1 agonist,EBV gp42 inh,TRPML3 ag,PPC-1+TRAIL kill,Calpain2 inh,Thrombin inh
O=C(NCc1ccccn1)C(=O)Nc1ccccc1,-2,-33,0.82,-1.5,-17,0.1,nt,-26,-4
CCOc1ccc(NC(=O)CC2C(=O)N(c3ccc(OC)cc3)C(=O)N2CCc2ccc(OC)c(OC)c2)cc1 (stereo not drawn),-8,-21,-0.11,-0.1,1,0.6,41,-44,-7
Nc1ccc2nc(CCCCCCc3nc4ccc(N)cc4[nH]3)[nH]c2c1,2,-10,0.51,1.3,0,0.0,4,-15,-3
CC(C)CN1C(=O)NC(NC(=O)c2cccs2)(C(F)(F)F)C1=O (stereo not drawn),6,-13,0.68,-1.4,3,0.4,9,-26,-3
N#Cc1ccccc1NC(=O)Nc1ccccc1,-8,-37,-0.91,-1.8,-5,0.5,-6,-174,-7
CC(=O)Nc1ccc(S(=O)(=O)NCc2ccc(C(=O)NCc3ccc(Cl)cc3)cc2)cc1,-14,-20[20 µM],nt,-0.7,-4,0.8,29,-39,-15
O=C(/C=C/c1ccco1)NCc1ccc2c(c1)OCO2,-1,-11,1.8,-0.7,-20,0.1,11,19,-4
O=C(CCCn1c(SCC(=O)c2ccc(Cl)cc2)nc2ccccc2c1=O)NCc1ccco1,-17,-11,0.25,0.2,2,0.6,3,7,9
COc1cc(/C=N/Nc2ccc(C)cc2)cc(Br)c1O,-22,-21,-0.014,0.3,-22,-0.8,9,-72,-9
CCn1nnnc1SCC(=O)N(C1CCCCC1)C1CCCCC1,-2,-27,nt,-1.4,-22,1.0,7,4,4
O=C(CC1(O)C(=O)Nc2ccccc21)c1cccc(-n2cccc2)c1 (stereo not drawn),0,-26,0.19,-0.4,-11,0.6,7,21,1
COc1cc(NC(=S)NCc2ccco2)cc(OC)c1,4,-20[20 µM],0.051,-0.1,-3,-1.1,4,-12,-5
O=C(CSc1n[nH]c(=O)n1-c1ccccc1)Nc1ccccc1,-5,-1,0.028,1.4,-1,0.4,17,2,-1
Cc1nc2ccccc2c2oc(C(=O)NCCCN3CCCC3=O)cc12,-3,-23,0.1,0.4,3,-0.3,2,-26,5
CC12CCC(C(=O)NCc3ccccc3Cl)(C(Br)C1=O)C2(C)C (stereo not drawn),2,-18,1.7,-0.6,-1,0.4,32,-12,-3
O=C(Cn1nnc(-c2cccc(C(F)(F)F)c2)n1)N1CCCCCC1,-5,-11[20 µM],-0.45,0.7,-18,0.2,12,9,-3

# Source: PubChem (several laboratories)
